High-throughput results as filed in PubChem.
Tn6 DDE FP = inhibitors of Tn6 peptide binding to human fibrin DD(E). P02675. Fibrin DD(E) TRITC-Tn6 fluorescence polarization displacement. inhibition, % at 8.3 µM. actives 0.21% (n = 370,000). AID 720509;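 active means inhibition above a per-campaign cutoff: mean of compounds within control limits plus 3 SD, cut at about 15% in these data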;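 further: 0% = median of all compound wells on the plate and 100% = blocking peptide control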
LEDGF integ inh = blocks HIV-1 LEDGF/p75-dependent DNA integration; actives 0.64% (n = 370,000); TR-FRET IN-LEDGF/p75 DNA integration, Eu/Cy5; inhibition, % at 3.7 µM;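 active means inhibition above the screen-wide mean plus 3 SD, cut at about 13% in these data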;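 further: signal is the Cy5 over europium emission ratio at 671 and 618 nm; 0% = plate median of compound wells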
KLK7 zymogen act = proKLK7 (human) activation, primary screen; P49862; actives 0.9% (n = 370,000); activation, % at 7 µM; purified proKLK7, EDANS-DABCYL substrate fluorescence; 100% is mature enzyme control, 0% vehicle;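 active means activation above the mean of all tested compounds plus 3 SD, computed per campaign excluding outliers beyond control limits, cut at about 13% in these data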
Target sequence (P49862 whole entry, looked up): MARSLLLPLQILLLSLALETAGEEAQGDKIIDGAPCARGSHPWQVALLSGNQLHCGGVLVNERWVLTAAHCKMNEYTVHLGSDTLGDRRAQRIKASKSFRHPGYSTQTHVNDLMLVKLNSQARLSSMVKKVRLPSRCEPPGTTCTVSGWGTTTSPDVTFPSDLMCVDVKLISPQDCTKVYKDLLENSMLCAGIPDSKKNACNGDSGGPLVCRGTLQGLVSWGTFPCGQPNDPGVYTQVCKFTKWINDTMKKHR
TDP2 absorb = TDP2 (human) inhibition, absorbance primary screen; O95551; recombinant TDP2, T5PNP hydrolysis, p-nitrophenol absorbance 415 nm; inhibition, % at 12.8 µM; actives 0.34% (n = 370,000); AID 720702;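 active means inhibition above the mean of all tested compounds plus 3 SD, set per campaign, cut at about 25% in these data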;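 further: 0% = DMSO with enzyme and 100% = buffer with substrate but no TDP2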
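Assay system: recombinant human TDP2 / Reagent: T5PNP substrate at 5 mM, a TopII-DNA adduct mimic / Measured by: epi absorbance from released p-nitrophenol / Evaluation: % inhibition relative to enzyme-containing and enzyme-free wells / Control set: enzyme-free and DMSO wells / Replicates: each compound tested once, singlicate / Schedule: enzyme reaction with compound for 2 h at 37 °C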
PLC-gamma1 inh = inhibitors of human phospholipase C gamma1; purified PLC-gamma1, fluorogenic substrate, fluorescence; inhibition, % at 12.2 µM; actives 0.84% (n = 370,000); in the data active means inhibition above about 9.5%
ARFGAP1 inhibitor = inhibitors of rat ARFGAP1. Arfgap1-stimulated ARF1 GTP hydrolysis, GDP FP detection. inhibition, % at 16.5 µM. actives 0.26% (n = 360,000);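 active means inhibition above a per-plate limit, mean inhibition of low control wells plus 3 SD, cut at about 25% in these data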;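 further: 0% = DMSO wells with enzyme and 100% = wells lacking Arfgap1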
Target sequence (Q62848 1-136 limits assumed): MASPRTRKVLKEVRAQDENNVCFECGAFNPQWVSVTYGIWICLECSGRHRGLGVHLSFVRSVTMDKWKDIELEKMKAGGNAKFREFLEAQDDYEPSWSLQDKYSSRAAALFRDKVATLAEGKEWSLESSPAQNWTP
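System: truncated rat Arfgap1 GAP domain / Benchmarks: high control wells lacking Arfgap1, low control full reaction with DMSO / Times: compound-enzyme preincubation 20 min, reaction 120 min, detection 60 min, 25 °C / Repeats: one replicate per compound / Also added: human ARF1(Δ1-17)-GTP substrate / Measured by: Tracer-displacement fluorescence polarization with EDTA stop, 620/688 nm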
DDE Tn7 FP inh = disrupts Tn7 cyclic peptide binding to fibrin D-Dimer-E complex; P02675; FP displacement of FITC-Tn7 peptide from fibrin DD(E); 0% = median of compound wells per plate; inhibition, % at 8.3 µM; actives 0.13% (n = 370,000); AID 720508;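 active means inhibition above the mean of compounds falling within the control limits plus 3 SD of them, cut at about 14% in these data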;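 further: 0% = plate median of compound wells and 100% = 10 µM Aha-Tn7 peptide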
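Assay system: Fibrin-DD(E) protein isolated from polymerized human fibrin clots; read-out basis: percent inhibition; medium: Tris/NaCl/CaCl2 buffer, pH 7.8; signal: FP measurement; incubation: 10 min plus 3 h, room temperature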
ADAM10 inh = inhibits human ADAM10. O14672. inhibition, % at 7 µM. actives 0.62% (n = 370,000). recombinant ADAM10, EDANS/DABCYL FRET peptide cleavage, 3 h;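 active means inhibition above a per-campaign cutoff equal to the mean of compounds falling between control-based bounds plus 3 SD, cut at about 20% in these data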;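 further: 0% = DMSO wells while the 100% control is not disclosed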
ADAM17 inh = ADAM17 inhibition, QFRET primary screen; inhibition, % at 6.95 µM; recombinant ADAM17, EDANS/DABCYL FRET peptide cleavage; actives 0.83% (n = 370,000); P78536; AID 720648;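 active means inhibition above the mean of compounds lying between control limits plus 3 SD, set per campaign, cut at about 8.5% in these data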;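 further: 0% = DMSO-only wells as the low control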
Target sequence (P78536 215-824 limits assumed): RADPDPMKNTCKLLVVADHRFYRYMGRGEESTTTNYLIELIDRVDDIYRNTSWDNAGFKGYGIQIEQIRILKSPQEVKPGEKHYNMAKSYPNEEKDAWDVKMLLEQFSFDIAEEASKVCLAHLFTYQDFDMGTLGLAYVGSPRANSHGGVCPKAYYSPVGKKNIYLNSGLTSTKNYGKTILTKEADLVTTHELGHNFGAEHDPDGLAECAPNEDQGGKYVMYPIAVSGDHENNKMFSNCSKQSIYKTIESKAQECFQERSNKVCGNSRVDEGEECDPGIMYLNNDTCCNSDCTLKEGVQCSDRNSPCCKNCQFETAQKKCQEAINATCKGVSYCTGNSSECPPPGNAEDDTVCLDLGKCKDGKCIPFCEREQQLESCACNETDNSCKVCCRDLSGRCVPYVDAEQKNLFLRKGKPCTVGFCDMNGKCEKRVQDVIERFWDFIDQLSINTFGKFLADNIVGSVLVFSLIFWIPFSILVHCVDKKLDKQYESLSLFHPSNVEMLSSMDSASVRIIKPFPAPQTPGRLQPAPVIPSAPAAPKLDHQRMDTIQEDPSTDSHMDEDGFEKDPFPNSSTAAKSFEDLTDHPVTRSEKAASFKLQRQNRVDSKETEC
ASAP1 inh = inhibitors of human ASAP1 ArfGAP activity; ASAP1-stimulated ARF1 GTP hydrolysis, GDP FP detection; inhibition, % at 16.5 µM; actives 0.19% (n = 360,000); AID 624377; in the data active means inhibition above about 25%;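 further: 0% = vehicle with enzyme and substrate and 100% = no enzyme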
* hit, by the source's call; i = inactive; · = no result given.

The opening two records, ahead of the listing:
SMILES	Tn6 DDE FP	LEDGF integ inh	KLK7 zymogen act	TDP2 absorb	PLC-gamma1 inh	ARFGAP1 inhibitor	DDE Tn7 FP inh	ADAM10 inh	ADAM17 inh	ASAP1 inh
O=C(Cc1cccs1)NCCS(=O)(=O)N1CCN(c2cccc(Cl)c2)CC1	-0.6	1.6	0.1	8.8	-1.0	6.8	-7.3	1.4	-2.9	0.8
Cc1cnc(NC(=O)c2ccco2)s1	0.5	2.3	0.2	-2.6	3.1	-2.9	-1.6	-3.9	2.8	-3.2

All compounds of this part, from the start:
SMILES	Tn6 DDE FP	LEDGF integ inh	KLK7 zymogen act	TDP2 absorb	PLC-gamma1 inh	ARFGAP1 inhibitor	DDE Tn7 FP inh	ADAM10 inh	ADAM17 inh	ASAP1 inh
O=C(Cc1cccs1)NCCS(=O)(=O)N1CCN(c2cccc(Cl)c2)CC1	-0.6	1.6	0.1	8.8	-1.0	6.8	-7.3	1.4	-2.9	0.8
Cc1cnc(NC(=O)c2ccco2)s1	0.5	2.3	0.2	-2.6	3.1	-2.9	-1.6	-3.9	2.8	-3.2
Cc1ccc(C2(C)NC(=O)N(CC(=O)N3CCN(S(=O)(=O)c4cccs4)CC3)C2=O)cc1 (configuration not stated)	-4.6	-6.6	0.2	-6.1	-5.8	4.6	3.8	-4.4	-0.9	-11.7
COc1ccccc1N(C(=O)Cn1nnc(-c2ccc(C)o2)n1)C(C(=O)NC1CCCC1)c1ccncc1 (configuration not stated)	-9.0	-5.5	-0.3	-10.8	4.7	8.8	10.8	3.7	-6.2	4.1
COc1cc(/C=C/C(=O)O[C@H]2[C@H](O[C@@H]3O[C@@H](C)[C@H](O)[C@@H](O)[C@H]3O)[C@@H](O)[C@H](OCCc3ccc(O)c(OC)c3)O[C@@H]2CO)ccc1O	-2.0	0.2	-3.7	-4.6	-37.2	0.2	-9.5	-66.5	-13.7	2.2
CCOc1ccc(NC(=O)c2ccc(NC(=O)C3CCCO3)cc2)cc1 (configuration not stated)	-1.2	-4.0	0.4	-1.1	-2.5	3.5	-2.0	-1.2	-4.1	-0.2
CC(C)C[C@@H](CNCC(=O)[C@H](Cc1c[nH]c2ccccc12)NC(=O)c1[nH]cnc1C(=O)N[C@@H](C)CN)NC(=O)c1nc[nH]c1C(=O)N[C@@H](CC(=O)O)C(=O)O	-2.3	-1.2	-1.0	7.9	-19.4	-3.0	-4.4	-19.9	-4.8	-1.8
Cc1c(Cl)cccc1NC(=O)CNC(=O)c1cn(-c2ccccc2)nc1-c1cccnc1	2.7	2.3	-0.2	-6.2	-10.1	0.1	5.8	-14.1	-4.2	5.7
CCOC(=O)c1oc2ccccc2c1COC(=O)CNC(=O)c1ccccc1	1.6	-0.3	0.4	-1.6	-1.3	6.0	2.1	3.4	-0.6	1.1
COc1ccccc1NC(=O)CS(=O)(=O)c1cn(CC(=O)N(C(C)C)C(C)C)c2ccccc12	-5.4	-0.7	0.0	5.1	0.8	-2.8	3.8	-13.6	-8.3	-3.8
COc1cc(-c2c(C(=O)c3ccccc3)[nH]c(N)c2C(N)=O)ccc1F	0.8	1.6	0.4	-14.2	2.3	-2.9	-4.9	2.3	1.7	-7.1
O=C(CCN1CCCCC1=O)NC1CCCc2c1cnn2-c1ccccc1F (configuration not stated)	3.7	3.0	-0.1	5.2	-0.6	-10.8	-4.6	-0.5	0.9	-3.9
CCN(CC)S(=O)(=O)c1ccc(-c2nnc(SCC(=O)Nc3nnc(C)s3)n2CC)cc1	2.4	-2.0	0.6	4.5	-0.1	-8.1	2.5	-7.3	-3.5	-1.9
Cc1c(NC(=O)Nc2cccc(C(F)(F)F)c2)c(=O)n(-c2ccccc2)n1C	-5.6	-0.9	-0.3	13.7	0.8	-11.6	-3.6	-4.6	-6.7	5.2
Cc1cccc(N2CCN(C(=O)N3CCCCC3)CC2)c1C	-1.3	1.8	-0.5	9.8	-1.5	-5.4	5.2	-3.2	-1.4	3.5
Nc1nccc(N2CCCCC2)n1	-1.6	-0.1	-0.1	4.8	-2.0	2.0	-6.0	-3.7	-1.5	3.0
C=CCSc1nc(-c2ccc(OC)cc2)c(C#N)c(=O)n1CC=C	3.4	0.3	-4.8	-1.3	-43.3	1.5	0.5	-36.2	-13.2	-3.1
CN(c1ccc(C(=O)NCc2ccncc2)cc1)S(=O)(=O)c1ccc(Cl)cc1	3.4	-1.0	0.4	-2.8	-1.4	6.4	-5.7	-9.6	-2.5	5.5
Cc1cc(N2CCN(c3ccc(F)cc3)CC2)nc2cc(O)ccc12	-6.9	0.1	-39.9	1.1	-174.0	8.7	-0.8	-236.8	-66.7	5.0
O=C(Nc1ccccc1)c1ccc2c(c1)OCCCO2	8.3	1.7	0.5	16.5	-0.4	1.8	5.5	-0.2	-2.5	5.5
CCCn1c(C2CC(=O)N(c3cc(OC)ccc3OC)C2)nc2ccccc21 (configuration not stated)	-3.5	-0.8	-0.6	-2.6	-3.5	6.1	-1.4	-14.7	-1.3	1.4
CCOC(=O)c1sc(NNC(=O)c2ccc(C)cc2)nc1C	-0.4	10.0	-0.3	-14.3	2.3	12.9	4.2	14.8	4.8	1.1
CCN(CC)CCOC(=O)/C=C/c1ccccc1OC	-0.3	-1.4	-0.9	4.0	-32.8	-1.8	-5.0	-107.4	-32.1	12.9
Cc1ccc(NC(=O)Cn2nnc(-c3ccccc3NC(=O)c3cccs3)n2)cc1	4.8	-0.8	0.3	-1.1	-2.2	13.3	-3.7	-0.4	-5.3	5.0
Cc1cc(C(=O)NNC(=O)c2ccc(C)s2)c(C)o1	6.5	-0.3	0.2	-17.5	1.9	-5.0	-1.3	-1.7	-3.7	2.1

The listing continues.
SMILES	Tn6 DDE FP	LEDGF integ inh	KLK7 zymogen act	TDP2 absorb	PLC-gamma1 inh	ARFGAP1 inhibitor	DDE Tn7 FP inh	ADAM10 inh	ADAM17 inh	ASAP1 inh
Cc1[nH]c2ccccc2c1C(=O)/C=C/c1ccccc1	-9.3	-0.7	-0.1	0.8	-4.0	-10.3	0.6	6.7	4.8	-2.3
CCOC(=O)c1cnc2c(Cl)cccc2c1NCCN(C)C	-3.0	-0.2	-0.2	1.0	-1.8	5.4	11.5	1.2	-5.3	9.3
Cc1cccn2c(=O)c3cc(C(=O)NC(C)C)c(=N)n(Cc4ccncc4)c3nc12	2.5	-0.5	116.4*	4.9	i	7.2	2.2	i	i	1.5
COc1ccc(Cn2nnnc2C(c2ccccn2)N2CCN(c3cc(Cl)ccc3C)CC2)cc1 (configuration not stated)	-2.3	1.2	0.1	2.7	-0.8	0.5	2.8	-2.6	-4.6	-10.0
COc1cccc(Nc2ncc(C#N)c(N)n2)c1	-0.1	-2.2	0.2	0.0	0.9	-3.6	3.4	-3.5	-4.3	-3.6
Cc1sc(NC(=O)c2ccc(Br)s2)c(C(N)=O)c1C	1.1	6.4	0.6	-4.7	-28.2	8.4	-0.8	-1.4	0.8	7.2
COc1cc(/C=C/C(=O)O)ccc1OCc1cnc(Cl)s1	2.1	4.3	-0.3	0.9	0.8	15.3	-2.7	0.5	-2.0	-3.6
CCOC(=O)c1nn(-c2ccc(F)cc2)c(=O)c2c(N)scc12	0.8	-1.7	1.2	12.7	-67.6	-7.7	6.4	-12.8	-5.3	8.5
Cc1c(NC(=O)C2(c3ccc(Cl)cc3)CCCC2)c(=O)n(-c2ccccc2)n1C	-4.3	-5.5	0.2	-4.9	-1.9	4.0	-1.4	-5.8	-4.7	1.7
COc1ccc(-c2nc(SC(CC(=O)NCCO)c3cccs3)n[nH]2)cc1 (configuration not stated)	2.2	2.3	-0.2	-5.2	0.3	13.9	-4.0	8.5	-1.5	6.8
CN(Cc1ccco1)C(=O)c1c[nH]c2ccc(S(=O)(=O)Nc3ccc4c(c3)OCCO4)cc2c1=O	0.0	-0.9	0.2	9.1	-3.2	-2.1	-4.0	-3.0	-0.6	11.1
N#CCC[C@@H]1CC[C@]2(CCCN(Cc3ccccc3)C2)O1	2.5	1.8	0.2	-1.5	-1.4	·	0.3	0.6	-0.4	·
CCOC(=O)N1CCc2c(sc(NC(=O)CN3CCOCC3)c2C#N)C1	5.7	-5.6	0.3	7.2	0.7	-14.9	-5.1	-4.3	-4.6	-11.0
COC(C(=O)Nc1ccnn1C1CCN(C(=O)c2ccc(C=O)cc2)CC1)c1ccccc1 (configuration not stated)	9.5	0.9	0.5	18.8	2.1	7.8	0.0	1.6	-1.3	5.8
C=CCOc1ccc(CNCCc2ccc(S(N)(=O)=O)cc2)cc1	2.8	1.4	0.2	8.1	2.3	8.4	-1.5	5.9	1.5	10.8
NC(CCc1ccccc1)c1csc(Nc2ccc(C(=O)NCCO)cc2)n1 (configuration not stated)	-1.3	-2.0	-0.1	-16.1	-53.4	7.0	-0.9	-32.2	-4.4	-1.2
COc1ccc(NC(=O)CSc2nnc(-c3cc(C)[nH]n3)n2N)cc1OC	3.3	-2.8	-0.1	29.6*	1.0	-0.1	-1.6	-1.5	-2.3	-8.2
NC(=O)c1ccsc1NC(=O)c1ccc(S(=O)(=O)N2CCCC2)cc1	-6.1	0.2	0.9	6.7	-13.3	5.8	-3.1	-7.8	1.7	8.8
CC(C)OC(=O)/C=C1\C[C@@H](c2ccccc2C(F)(F)F)O[C@@H](c2ccccc2C(F)(F)F)O1	10.8	3.2	-0.2	-13.4	3.2	-0.3	3.1	-0.3	2.8	-7.4
O=C(NCC(c1cccnc1)N1CCOCC1)Nc1ccccc1 (configuration not stated)	9.3	-2.1	0.7	9.1	-39.4	-8.4	2.1	2.6	-2.9	0.5
c1ccc(Nc2nc(NCc3ccco3)c3ccccc3n2)cc1	2.0	1.0	0.6	-1.4	-17.0	-11.3	0.4	-35.9	-20.3	-0.1
CN(C)c1ccc(NC(=O)CN2C3CCCC2CC(NC(=O)c2ccccc2)C3)cc1 (configuration not stated)	-3.0	3.6	-0.6	11.8	1.8	-1.2	2.9	2.0	1.4	-3.1
O=C(C(Sc1ccccc1)c1ccccc1)N1CCOCC1 (configuration not stated)	-0.7	2.9	0.2	7.0	7.6	1.5	3.2	-3.1	-1.8	-1.1
COc1cccc(NC(=O)C2C3C=CC4(O3)C2C(=O)N(C(C)C)C4C(=O)NC2CCCCC2C)c1 (configuration not stated)	-10.0	-0.3	-0.2	-2.7	-0.6	-1.6	0.7	0.4	-4.2	3.4

Some values from the results shown.
COc1ccc(-c2nc(SC(CC(=O)NCCO)c3cccs3)n[nH]2)cc1 (configuration not stated) in ARFGAP1 inhibitor = 13.9
CCOC(=O)c1cnc2c(Cl)cccc2c1NCCN(C)C in DDE Tn7 FP inh = 11.5
COc1cccc(Nc2ncc(C#N)c(N)n2)c1 in TDP2 absorb = 0.0
C=CCOc1ccc(CNCCc2ccc(S(N)(=O)=O)cc2)cc1 in ADAM10 inh = 5.9
